LmPK inh = LmPK (Leishmania mexicana) enzyme inhibition | AID 1721 | Potency, µM (top dose mostly 57.5 µM), without a hit: at the highest dose activity change, negative = inhibition, actives largely listed as inhibitors | 290,000 compounds, 0.37% hits | Q27686 | purified LmPK, Kinase-Glo ATP luminescence, 1 h; note: potency is the fitted concentration of half-maximal effect; % is set by controls: 0 for no effect and ±100 for the full control effect
Target sequence (Q27686 whole entry, looked up): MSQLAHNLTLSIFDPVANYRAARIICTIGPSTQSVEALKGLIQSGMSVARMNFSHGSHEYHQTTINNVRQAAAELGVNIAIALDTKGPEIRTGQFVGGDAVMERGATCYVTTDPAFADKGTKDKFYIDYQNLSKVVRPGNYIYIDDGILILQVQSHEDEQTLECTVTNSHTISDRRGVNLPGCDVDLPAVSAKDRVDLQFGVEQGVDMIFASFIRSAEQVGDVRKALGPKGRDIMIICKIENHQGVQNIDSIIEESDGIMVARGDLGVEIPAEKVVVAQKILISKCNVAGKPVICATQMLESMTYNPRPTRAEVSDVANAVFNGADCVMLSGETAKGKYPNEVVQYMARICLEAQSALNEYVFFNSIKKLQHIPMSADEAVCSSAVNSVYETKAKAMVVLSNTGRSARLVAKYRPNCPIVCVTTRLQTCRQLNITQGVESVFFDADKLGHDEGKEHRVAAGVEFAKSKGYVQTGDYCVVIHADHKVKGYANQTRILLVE
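Kinase-Glo luminescence read after 1 h RT reaction of 0.1 nM LmPK with 0.5 mM PEP and 0.1 mM ADP. Activity scaled between uninhibited and enzyme-free controls.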
Pf growth 48h = inhibits P. falciparum growth in the first generation, 48 h; P. falciparum luciferase growth in erythrocytes, 48 h; Potency, µM (highest dose often 28.7 µM), for inactives: top-dose activity change, negative = inhibition, most hits filed as inhibitors; 310,000 compounds, 5.9% hits; AID 504832; note: potency is the fitted concentration of half-maximal effect; % is set by controls: 0 for no effect and ±100 for the full control effect
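Firefly luciferase activity from engineered P. falciparum reports growth; inhibitors lower the luminescent signal. Cultures contained 2% hematocrit erythrocytes at 0.1% final parasitemia.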
HCV inh = blocks hepatitis C virus; 340,000 compounds, 3.4% hits; Huh7.5.1 HCVcc-Cre infection, luciferase reporter, 44 h; Potency, µM (doses to about 41.8 µM), for the others: at the highest dose activity change, negative = inhibition, hits mostly inhibitors; AID 651820; note: potency is the fitted concentration of half-maximal effect; % is set by controls: 0 for no effect and ±100 for the full control effect
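After 44 h co-culture of compound, cells and HCVcc-Cre (~0.5 moi), substrate is added for 15 min at room temperature and luciferase measured over 15 sec. Cells were seeded at 1,000/well and pre-cultured 4 h.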
Shiga inhibitor = blocks Shiga toxin action in Vero cells. AID 2315. inhibition, % at 38.7 µM. Vero cells, Shiga toxin protein synthesis inhibition reporter. 290,000 compounds, 9.2% hits; in the data active = inhibition mostly above about 28%, no sharp cut-off; inactive = mostly below about 43%; note: 0% is about no effect
CHX counter = counter-screen for Shiga toxin inhibitors: cycloheximide protein synthesis inhibition | cell reporter, cycloheximide protein synthesis inhibition counterscreen | max response, % | 300,000 compounds, 12% hits | AID 2314; in the data active = max response mostly above about 13%, no sharp cut-off; inactive = mostly below about 14%; note: read at 38.3 µM for the half of the compounds with a filed dose; 0% is about no effect
TbPYK inhibitor = inhibitors of Trypanosoma brucei pyruvate kinase. AID 624173. Potency, µM (top dose mostly 76.8 µM), inactives show top-dose activity, negative = inhibition, actives largely listed as inhibitors. Q57TT1. TbPYK enzyme, Kinase-Glo Plus ATP luminescence, 45 min. 410,000 compounds, 0.12% hits; note: potency is the fitted concentration of half-maximal effect; % is set by controls: 0 for no effect and ±100 for the full control effect; nearly all actives have a fitted effect of over 50% in size
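Assay buffer: 50 mM TEA pH 7.2, 100 mM KCl, 10 mM MgCl2, 0.05% BSA, 0.01% Tween-20. Pyruvate kinase from T. brucei plus substrate met compound, then ADP (130 uM final). Luminescence was read post 45 min RT.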
Pf growth 96h = P. falciparum growth inhibition at 96 hours; P. falciparum luciferase reporter growth, 96 h; 320,000 compounds, 6.9% hits; Potency, µM (titrated, usually from 28.7 µM), without a hit: top-dose activity change, negative = inhibition, hits mostly inhibitors; note: potency is the fitted concentration of half-maximal effect; % is set by controls: 0 for no effect and ±100 for the full control effect
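Delayed-death screen, second-generation endpoint: infected erythrocytes, 2% hematocrit, 0.05% parasitemia final; 96 hours at 37 C, 5% CO2; luciferase detection reagent; luminescence decrease equals reduced growth.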
Numbers without * were called inactive; i = inactive; ? = inconclusive; nt = not tested or not shown; & = joins results of further samples; [ ] = dose if it differs, or a comment. Unless noted, calls come from the whole dose curve; as a rule, active = well fitted curve in the direction sought with a large enough effect; inconclusive = small, poorly fitted or top-dose-only effect, or another doubt; inactive = no such curve, though single readings can be large; an effect the other way counts as inactive or inconclusive. Rows are unselected, and some 24% of all compounds hit somewhere here.

compound | LmPK inh | Pf growth 48h | HCV inh | Shiga inhibitor | CHX counter | TbPYK inhibitor | Pf growth 96h
COC(=O)Cc1ccc(O)c(N)c1 | -1% | ? | ? | 6 | -1 | 8% | 1.9µM*
CC(=O)C1=C(C)NC(=O)NC1c1ccc(OC2CCCC2)cc1 (configuration not stated) | -5% | -31% | 4% | 7 | 11 | 5% | nt
O=C(O)c1ccc(Nc2ccc(F)c(F)c2)c([N+](=O)[O-])c1 | 1% | -2% | 19% | 3 | 2 | 1% | 39%[activator]
COc1ccc(-c2nc(C(N)=O)c3[nH]c(=O)n(-c4cccc(Cl)c4)c3n2)cc1OC | 6% | ? | ? | -1 | -5 | 12% | -13%
CCCC(=O)Nc1cc(-c2nn(C)c(=O)c3ccccc23)ccc1N1CCOCC1 | -5% | nt | -21% | -8 | -4 | 5% | -18%
COc1ccc2[nH]c3c(=O)n(CCCCC(=O)N4CCCC4)c(=S)[nH]c3c2c1 | 2µM* | ? | ? | 5 | -3 | ? | 17%
CC(C)(C)C1CCC(=NNC(=O)CN(c2ccccc2)S(C)(=O)=O)CC1 (configuration not stated) | 5% | 6% | -1% | 90* | 43* | -12% | 2%
Cn1cccc1C(=O)C(=O)Nc1cccc(Cl)c1Cl | -25% | 138%[activator] | 5% | 10 | 12 | -7% | 292%[activator]
CCOC(=O)Cc1csc(NC(=O)c2ccc(C)o2)n1 | -8% | 46%[activator] | ? | 52* | 22* | -7% | -22%
Cc1cc(C)cc(-n2ncc3c2CCCC3NC(=O)C2CCC2)c1 (configuration not stated) | -7% | -2% | -10% | 3 | 10 | 2% | ?
COc1ccc(-n2c3c(c(=O)[nH]c2=O)C(NC(C)=O)(C(F)(F)F)C(=O)N3)cc1 (configuration not stated) | 19% | 13% | -7% | -2 | -2 | 0%&-4% | 137%[activator]
CC1CCCN(c2nc(NCc3ccco3)nc(N)c2[N+](=O)[O-])C1 (configuration not stated) | 6% | -22% | ? | 0 | 3 | 2% | ?
Cc1ccc(-c2csc(N(CCc3ccccc3)C(=O)COc3ccccc3)n2)cc1 | 0% | ? | -10% | 4 | -2 | 5% | ?
COc1ccc(C(=O)N2N=C(c3cccc(OC)c3)CC2(O)C(F)(F)F)cc1 (configuration not stated) | 2% | 19% | -27% | 22 | 1 | 4% | 33%[activator]
COc1ccccc1CO/N=C/NC(=O)c1c(OC)ccnc1Oc1ccc(F)cc1 | 0% | ? | 11% | 19 | 5 | 2% | ?
Cc1cc(C)n2nc(SCC(=O)N(C)c3ccccc3)nc2n1 | 0% | 9% | 15% | -2 | -3 | -1% | ?
CCOC(=O)CN1C(=O)C(=O)N(Cc2ccccc2)C1=O | 3% | -5% | 4% | -10 | -7 | 12% | 8%
CC(SC1=NCCS1)C(=O)Nc1nnc(-c2ccc(F)cc2)s1 (configuration not stated) | 5% | 7% | 0% | 34 | 6 | -1% | -4%
CCC(C)NC(=O)C1CCN(c2nc(C)cc(C)n2)CC1 (configuration not stated) | -3% | 9% | 16% | -7 | 2 | 1% | ?
O=c1cccc2n1CC1CC2CN(S(=O)(=O)c2cc(Cl)ccc2Cl)C1 (configuration not stated) | 0% | ? | nt | -6 | -2 | -3% | -19%
O=c1[nH][nH]c(=S)n1-c1ccccc1C(F)(F)F | -9% | -9% | nt | 10 | -1 | nt | 61%[activator]
Cc1ccc(NC(=O)COC(=O)COc2ccc(Cl)cc2C)c([N+](=O)[O-])c1 | -1% | 0% | 22% | -3 | -4 | 5% | 2%
Cc1ccc(-n2nc3c(c2NC(=O)c2ccco2)CS(=O)C3)cc1 (configuration not stated) | -7% | -8% | 6% | -13 | 5 | -9% | 13%
COc1cccc(-c2nc(CSCC(=O)N3CCc4ccccc43)c(C)o2)c1 | 8% | 37% | ? | 10 | -1 | -3% | ?
O=C(CN1CCN(Cc2ccccc2)CC1)N1CCCc2c1c(=O)oc1ccc(O)cc21 | 3% | 2.9µM* | ? | -13 | -4 | -13% | -17%
Cc1ccc(Cn2nc(C)c3cc(C(=O)OCC(N)=O)sc32)cc1 | 0% | ? | 19% | 9 | 4 | 4% | nt
CC1=C(C(=O)OC(C)C)C(c2cccs2)N2C(=O)C(C)SC2=N1 (configuration not stated) | 2% | -20% | -25% | -4 | -1 | 10% | 367%[activator]
N#Cc1c(N)n[nH]c1CCCN | -4% | 7% | 20% | -7 | -2 | 1% | nt
O=C(NCC1(c2ccccc2)CCCC1)c1ccc(Br)o1 | -3% | ? | ? | -5 | -1 | -7% | 40%[activator]
CCOc1ccc(NC(=S)NCc2nc3ccccc3[nH]2)cc1 | -2% | 18% | 11% | 23 | 13 | 1% | 5%
CCc1nc2sc3ccccc3c(=O)c2c(=O)n1CCOC | 4% | 4% | -5% | -9 | -2 | 5% | 0%
O=C(NCCN1CCOCC1)c1cc(-c2ccc(Br)cc2)on1 | 0% | 59%[activator] | nt | 11 | 11 | -8% | 1%
O=S(=O)(c1ccccc1F)N1CCN(c2nc3ccccc3s2)CC1 | 3% | -2% | -6% | 16 | 4 | -14% | 17%
Cc1cc(C)c(NC(=O)Cc2ccc(-n3cccc3)cc2)c(C)c1 | -4% | 2% | 2% | 14 | -1 | 0% | 19%
CC(=O)Nc1cccc(NC(=O)CSc2ccc3nnc(CCNC(=O)c4ccccc4)n3n2)c1 | 4%[11.5 µM] | -6% | 20% | -15 | 6 | 4% | ?
COc1cccc(-c2nc(CS(=O)(=O)CC(=O)NC3CCC(C)CC3)c(C)o2)c1 (configuration not stated) | 0% | 10% | ? | -2 | 6 | -24% | ?
CCOC(=O)c1ccccc1NC(=O)c1cn(-c2ccc(C)c(C)c2)c(=O)c2ccccc12 | -4% | ? | ? | 14 | -3 | -2% | ?
O=P(Nc1ccccc1)(Oc1ccccc1)Oc1ccccc1 | 0% | 12% | -28% | 8 | 1 | 1% | 30%
Cc1cc(NS(=O)(=O)c2ccc(NC(=O)C(C)Oc3ccc4c(C)cc(=O)oc4c3)cc2)no1 (configuration not stated) | 0% | 3% | 0%&-5% | -2 | 2 | 2% | ?
O=C(Cc1ccc(NC2=NC3CS(=O)(=O)CC3S2)cc1)NCc1ccccc1Cl (configuration not stated) | -1% | 4% | 8% | 6 | 1 | 3% | 87%[activator]
CCC1CCCCN1CCCNC(=O)CN1C(=O)c2cccnc2Oc2ccc(C)cc21 (configuration not stated) | 6% | 9% | 16% | -5 | -8 | 2% | ?
Cc1ccc(C(=O)N2CCCC(CCC(=O)N3CCN(c4ccccn4)CC3)C2)cc1 (configuration not stated) | 0% | ? | ? | -5 | 2 | 8% | 7%
O=C(NCc1cccs1)C1CCCN1C(=O)Nc1cccc(F)c1 (configuration not stated) | 8% | 31%[activator] | 1% | 13 | 10 | 0% | -13%
O=C(c1ccco1)N(c1ccccn1)c1ccccn1 | -1% | -1% | 3% | 7 | -2 | -3% | nt
CN(C)S(=O)(=O)N1CCN(S(=O)(=O)N2CCOCC2)CC1 | 3% | -2% | 4% | -13 | 9 | -3% | ?
C/C(=C\c1ccco1)C1Nc2cccc3cccc(c23)N1 | -11% | 4% | nt | -4 | -1 | nt | ?
Cc1ccc(C(=O)NCC(=O)N2CCN(c3ccccc3)CC2)cc1 | 1% | 12% | 12% | -14 | -2 | 4% | 1%
COCCCNC(=O)C1CCC(=O)N(c2ccc3c(c2)OCO3)C1c1ccc(OC)cc1 (configuration not stated) | -6% | 27% | 16% | -5 | 1 | 1% | 28%
COC(=O)C1=C(C)NC2=C(C(=O)CCC2)C1c1ccsc1 (configuration not stated) | -2% | 8% | nt | -7 | -2 | nt | 35%
CC(C)(C)C(=O)NNC(=O)c1ccc(Oc2cc(Cl)cc(Cl)c2)o1 | -10% | 4% | -10% | -8 | 1 | 0% | 7%

(further entries)
compound | LmPK inh | Pf growth 48h | HCV inh | Shiga inhibitor | CHX counter | TbPYK inhibitor | Pf growth 96h
Cc1c(C(=O)NCCCn2ccnc2)oc2ccccc12 | 1% | 0% | -9% | 12 | 8 | -1% | -13%
CCC(C)c1c(O)nc(SCC(=O)Nc2ccccc2)[nH]c1=O (configuration not stated) | 5% | 2% | 9% | 31 | 6 | -2% | 55%[activator]
CC(C)CCN1CC(O)=C(c2nc3ccccc3[nH]2)C1=N | 2% | 17% | 9% | 35 | 17* | 2% | nt
CCC1CCCCN1CCCNC(=O)Cn1ncn2nc(-c3ccc(OC)cc3)cc2c1=O (configuration not stated) | 0% | -13% | ? | 55* | 29* | -6% | ?
CC1CCN(C(=O)Cn2nnc(-c3ccc([N+](=O)[O-])cc3)n2)CC1 | -3% | 47%[activator] | -5% | 14 | 3 | -7% | 15µM*
O=C1CC(=O)C(n2cncn2)C(c2ccc(Cl)cc2)C1 (configuration not stated) | -3% | -1% | 22% | -1 | -2 | -6% | 3%
O=c1c(Cc2c(F)cccc2Cl)c(O)ccn1Cc1ccc(F)cc1 | 1% | ? | ? | -7 | -3 | -2% | -14%
CS(=O)(=O)Nc1ccc(C2=NN(C(=O)c3ccco3)C(c3cccc(F)c3)C2)cc1 (configuration not stated) | 8%[11.5 µM] | 13µM* | ? | -21 | 6 | -4% | ?
COc1cc(CNCCO)cc(Br)c1OCc1ccccc1Cl | 3% | ? | ? | -13 | -5 | 1% | 12µM*
CCCC[C@@H]1C[C@H]1[C@@H](NC(=O)c1ccco1)c1ccc(Cl)cc1 | 0% | ? | -22% | 84* | 12 | -3% | ?
COC(=O)Cn1cnc2sc(C)c(S(=O)(=O)N3CCC(C)CC3)c2c1=O | -1% | 3% | 3%&19% | -3 | -1 | -7% | -11%
COCCn1c(SCC(=O)Nc2cc(C)on2)nnc1-c1c[nH]c2ccccc12 | 8% | nt | -7% | -4 | -4 | 1% | ?
O=C(CSc1nc(-c2ccccc2)cc(=O)[nH]1)Nc1ccccc1F | -4% | nt | 1% | 42 | 1 | 1%&0% | -8%
CCOC(=O)N1CCN(C(=O)c2noc3c2COc2ccccc2-3)CC1 | -17% | -29% | 8% | 20 | 20* | -5% | ?
COc1ccccc1N(C)S(=O)(=O)c1ccc(C(=O)Nc2nc(C)cs2)cc1 | 4% | ? | ? | 33 | 1 | 2% | ?
O=C(O)c1cccc(NC2=Nc3cccc4cccc2c34)c1 | -3% | i | 8% | 38* | 6.7* | -2% | i
O=c1c2ccsc2ncn1Cc1ccccc1F | -4% | 0% | -10% | -17 | 1 | -8% | ?
CCCn1nnnc1SCC(=O)N1CCCCC1 | 2% | 38%[activator] | 6% | 18 | 7 | -7% | ?
COc1ccc(C2=CSC3=NNC4(CCCCC4)NN23)cc1 | -3% | ? | -1% | 102* | 35* | 2% | ?
COc1ccc(OC)c(-n2c(-c3ccc(C)cc3)n[nH]c2=S)c1 | 2.5µM* | 1% | 10% | -5 | 0 | ? | 5%

3 entries drawn at random from those above:
compound | LmPK inh | Pf growth 48h | HCV inh | Shiga inhibitor | CHX counter | TbPYK inhibitor | Pf growth 96h
COc1ccc(C2=CSC3=NNC4(CCCCC4)NN23)cc1 | -3% | ? | -1% | 102* | 35* | 2% | ?
COc1ccc(OC)c(-n2c(-c3ccc(C)cc3)n[nH]c2=S)c1 | 2.5µM* | 1% | 10% | -5 | 0 | ? | 5%
CCCn1nnnc1SCC(=O)N1CCCCC1 | 2% | 38%[activator] | 6% | 18 | 7 | -7% | ?

Screening results deposited in PubChem BioAssay by National Center for Advancing Translational Sciences (NCATS).
